PRMT1 FP inh – PRMT1 (human) inhibition, primary screen; actives 1.3% (n = 370,000); recombinant PRMT1, activity-based probe fluorescence polarization; inhibition, % at 2.79 µM; AID 652257;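 active means inhibition above about 21% made by adding two undisclosed values, limit read from the data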
UHRF1 MBD2 ctr – human UHRF1 methylated DNA binding inhibitors; Q96T88; UHRF1 binding to methylated oligo, TR-FRET; inhibition, % at 4.4 µM; actives 0.75% (n = 370,000); AID 687016; in the data active means inhibition above about 21%;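 further: UHRF1 SRA domain binding a hemimethylated CpG hairpin DNA probe; 0% = median of test compound wells and 100% = reference inhibitor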
TCR CD3 inh – human TCR-CD3 binding inhibition. TAMRA-labeled TCR probe fluorescence, biochemical. AID 651800. actives 0.37% (n = 360,000). inhibition, % at 9.4 µM; in the data active means inhibition above about 19%;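 further: recombinant mutant TCR 2C K166C tagged with TAMRA read by polarization; 0% = receptor in buffer alone and 100% = receptor with positive control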
Tn6 DDE FP – disrupts Tn6 cyclic peptide binding to fibrin D-Dimer-E complex; actives 0.21% (n = 370,000); AID 720509; inhibition, % at 8.3 µM; P02675; Fibrin DD(E) TRITC-Tn6 fluorescence polarization displacement;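 active means inhibition above a per-campaign cutoff: mean of compounds within control limits plus 3 SD, cut at about 15% in these data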;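 further: 0% = median of all compound wells on the plate and 100% = blocking peptide control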
Target sequence (P02675 whole entry, looked up): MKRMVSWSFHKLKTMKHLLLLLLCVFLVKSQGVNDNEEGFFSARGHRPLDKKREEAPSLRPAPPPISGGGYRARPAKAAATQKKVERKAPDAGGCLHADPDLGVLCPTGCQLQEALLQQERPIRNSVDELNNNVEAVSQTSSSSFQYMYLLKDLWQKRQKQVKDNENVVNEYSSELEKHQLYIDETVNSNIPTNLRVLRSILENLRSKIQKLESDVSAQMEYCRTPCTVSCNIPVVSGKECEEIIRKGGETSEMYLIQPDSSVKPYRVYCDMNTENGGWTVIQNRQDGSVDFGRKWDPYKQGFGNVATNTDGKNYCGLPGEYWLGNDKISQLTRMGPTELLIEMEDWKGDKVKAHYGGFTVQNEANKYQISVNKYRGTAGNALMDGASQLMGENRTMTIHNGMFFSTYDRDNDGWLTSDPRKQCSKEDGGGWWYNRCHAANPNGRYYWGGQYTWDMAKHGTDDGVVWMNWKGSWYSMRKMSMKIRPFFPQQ
TDP2 inh – blocks human TDP2 phosphodiesterase activity. O95551. recombinant TDP2, T5PNP hydrolysis, p-nitrophenol absorbance 415 nm. inhibition, % at 12.8 µM. actives 0.34% (n = 370,000);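 active means inhibition above the mean of all tested compounds plus 3 SD, set per campaign, cut at about 25% in these data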;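 further: 0% = DMSO with enzyme and 100% = buffer with substrate but no TDP2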
Target sequence (O95551 whole entry, looked up): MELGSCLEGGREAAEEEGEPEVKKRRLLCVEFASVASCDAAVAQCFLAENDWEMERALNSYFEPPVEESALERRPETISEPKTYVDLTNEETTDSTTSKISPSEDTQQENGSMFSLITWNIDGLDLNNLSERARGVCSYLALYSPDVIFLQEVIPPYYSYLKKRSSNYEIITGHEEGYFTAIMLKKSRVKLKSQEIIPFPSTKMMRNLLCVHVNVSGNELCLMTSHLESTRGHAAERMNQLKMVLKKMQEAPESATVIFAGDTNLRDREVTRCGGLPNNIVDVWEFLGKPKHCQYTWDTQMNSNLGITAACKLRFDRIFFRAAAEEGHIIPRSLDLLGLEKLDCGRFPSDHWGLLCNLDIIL
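Test system: Human TDP2 enzyme | Reagent: 5 mM T5PNP | Compound dosing: 12.8 µM single point, 1% DMSO | Incubation: Enzyme reaction with compound for 2 h at 37 °C | Technique: p-Nitrophenol epi absorbance | Read-out: % inhibition relative to enzyme-containing and enzyme-free wells | Benchmarks: High control without enzyme, low control DMSO plus TDP2 | Replicates: Singlicate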
SIAE primary – blocks human sialic acid acetylesterase; SIAE FP-Rh probe binding, fluorescence polarization; inhibition, % at 9.66 µM; actives 0.69% (n = 370,000);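 active means inhibition above a cutoff: mean of compounds within the control limits plus 3 SD of those, cut at about 17% in these data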;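 further: 0% = plate median of compound wells and 100% = probe without SIAE protein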
proKLK7 act – activates the human kallikrein-7 zymogen; P49862; purified proKLK7, EDANS-DABCYL substrate fluorescence; 100% is mature enzyme control, 0% vehicle; activation, % at 7 µM; actives 0.9% (n = 370,000);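 active means activation above the mean of all tested compounds plus 3 SD, computed per campaign excluding outliers beyond control limits, cut at about 13% in these data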
Target sequence (P49862 whole entry, looked up): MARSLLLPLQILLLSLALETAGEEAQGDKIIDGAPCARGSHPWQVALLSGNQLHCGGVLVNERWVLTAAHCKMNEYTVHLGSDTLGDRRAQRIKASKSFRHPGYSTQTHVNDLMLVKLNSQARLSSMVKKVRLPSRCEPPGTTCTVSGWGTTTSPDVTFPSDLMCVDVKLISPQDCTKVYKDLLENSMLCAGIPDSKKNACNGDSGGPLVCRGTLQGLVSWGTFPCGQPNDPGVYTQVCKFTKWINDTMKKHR
MBD2 DNA inh – MBD2-methylated oligo binding inhibition. Q9UBB5. actives 0.31% (n = 370,000). inhibition, % at 4.4 µM. AID 686964. TR-FRET, MBD2 binding to methylated oligonucleotide; in the data active means inhibition above about 13%
Tn7 DDE FP – disrupts Tn7 cyclic peptide binding to fibrin D-Dimer-E complex; P02675; FP displacement of FITC-Tn7 peptide from fibrin DD(E); 0% = median of compound wells per plate; inhibition, % at 8.3 µM; actives 0.13% (n = 370,000); AID 720508;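 active means inhibition above the mean of compounds falling within the control limits plus 3 SD of them, cut at about 14% in these data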;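 further: 0% = plate median of compound wells and 100% = 10 µM Aha-Tn7 peptide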
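assay system = human clot-derived fibrin DD(E) complex | quantity = Fibrin-DD(E) at 2 µM final | timing = 10 min preincubation, 3 h with tracer, room temperature | signal = fluorescence polarization | measure = percent inhibition | benchmarks = high control wells with 10 µM unlabelled Aha-Tn7 peptide (full inhibition) | replicates = singlicate testing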
LEDGF integ inh – blocks HIV-1 LEDGF/p75-dependent DNA integration; actives 0.64% (n = 370,000); inhibition, % at 3.7 µM; TR-FRET IN-LEDGF/p75 DNA integration, Eu/Cy5;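 active means inhibition above the screen-wide mean plus 3 SD, cut at about 13% in these data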;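 further: signal is the Cy5 over europium emission ratio at 671 and 618 nm; 0% = plate median of compound wells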
The depositor's hits bear a star.

SMILES	PRMT1 FP inh	UHRF1 MBD2 ctr	TCR CD3 inh	Tn6 DDE FP	TDP2 inh	SIAE primary	proKLK7 act	MBD2 DNA inh	Tn7 DDE FP	LEDGF integ inh
CC(C)CNc1cccc2c1S(=O)(=O)N[C@H](CC(C)C)CO2	1.7	3.6	-1.3	-1.4	-0.8	1.4	0.0	2.2	5.5	-0.7
COCCNC(=O)/C=C/c1c(Cl)cccc1Cl	0.4	1.7	6.2	0.7	-3.7	1.6	-0.9	0.8	0.6	-1.0
COc1cccc(C(=O)NCCS(=O)(=O)N2CCCCC2)c1	0.5	-2.3	-7.8	-9.7	6.8	14.6	-0.3	1.7	-4.4	-0.8
O=C(CCCn1cc([N+](=O)[O-])cn1)Nc1ccc2c(c1)OCO2	0.3	-3.5	3.5	1.1	4.0	-5.5	0.3	-4.7	9.9	1.9
CC(C)(C)c1ccc(C(=O)NCCC(=O)NNC(=O)COc2ccccc2F)cc1	-1.0	0.1	0.5	4.6	4.5	0.8	-0.4	2.0	-5.4	-4.8
COc1ccc(CCCc2nnc(SCC(=O)Nc3ccc(OC)cc3)o2)cc1	6.0	7.0	3.3	-4.7	-9.7	1.6	-0.2	9.3	0.1	-10.4
COc1ccc(-c2ccc(C(c3c(C)[nH][nH]c3=O)c3c(C)[nH][nH]c3=O)o2)c([N+](=O)[O-])c1	4.2	-2.5	4.9	7.8	67.1*	6.6	0.1	-5.2	-1.7	5.0
O=C(O)[C@@H](O)c1ccccc1	0.1	0.5	4.5	2.4	-3.1	3.6	0.1	-0.1	-2.6	0.7
COc1cc(/C=N/NC(=S)NCCc2ccccc2)cc(OC)c1OC	-5.4	0.6	-1.6	-12.3	10.4	8.9	0.0	3.9	1.0	1.9
Cc1cc(O)cc(=O)n1Cc1ccccc1	2.5	-0.9	-0.5	2.4	12.4	3.5	0.1	-2.5	-4.7	0.6
Cc1ccc(NC(=O)C2CCN(S(=O)(=O)c3ccc4[nH]c(=O)ccc4c3)CC2)c(C)c1	-4.2	1.9	-6.8	6.0	-8.9	-1.8	0.8	-1.9	-4.5	-2.3
COc1cc(/C=C2\SC(=Nc3ccc(O)cc3)NC2=O)cc(OC)c1O	2.9	-11.1	-31.9	-11.7	-12.3	-10.7	-0.3	-8.7	-0.9	-3.2
CO/N=C/C(c1ncc(C(F)(F)F)cc1Cl)S(=O)(=O)c1ccccc1 (centres undefined)	-0.3	0.0	8.7	-5.5	-7.4	5.6	-0.3	1.8	-9.7	-1.2
C=CCNC(=O)CN1CCC(c2nc3cc(C)c(C)cc3[nH]2)CC1	6.0	1.8	1.7	-7.3	-14.6	-4.8	0.3	1.1	-0.5	-2.3
CNC(=O)C(C)Sc1ccc(S(=O)(=O)N2CCOCC2)cn1 (centres undefined)	0.9	-3.0	0.7	-5.5	-4.3	0.5	-0.1	-1.5	6.2	0.1
CC1=NN(C(=O)c2ccc(Cn3nc(C)c(Br)c3C)cc2)C(O)(C(F)(F)F)C1 (centres undefined)	-0.7	0.8	12.8	9.2	-1.1	6.4	0.0	-4.3	-6.5	-0.4
COc1cccc(/C=N/NC(=O)CCCC(=O)Nc2ccc(Br)cc2)c1	-0.6	-2.2	2.8	5.3	-9.6	-5.3	0.0	0.9	4.5	-0.8
O=C(NCC(c1cccnc1)N1CCOCC1)c1ccco1 (centres undefined)	4.6	1.5	-2.4	-1.8	-1.6	1.7	-0.1	0.6	-3.7	1.9
CCN(CC)C(=O)c1sc(NC(=S)N2CCN(C(=O)C3CCCO3)CC2)c(C(=O)OC)c1C (centres undefined)	1.8	1.9	-2.4	10.9	-14.1	5.0	0.3	4.3	-2.1	-6.6
COc1ccc(C(=O)C2CCCN(C(=O)c3ccc(OC)o3)C2)c(C)c1 (centres undefined)	-2.2	4.7	0.7	-4.7	-1.8	3.7	0.8	5.2	3.1	2.1
OCCNCc1cc(Br)ccc1OCc1ccc(Cl)cc1	-1.6	-5.9	3.0	-2.0	-3.8	-1.5	0.5	1.9	3.1	-2.2
CCOC(=O)N1CCC(NC(=O)C2=C(C)C(=O)OC23CCC(C)CC3)CC1 (centres undefined)	0.1	0.0	0.2	4.0	9.8	-0.8	-0.1	0.7	-2.5	1.0
CCn1c(C(C)NC(=O)c2ccc(C)cc2)n[nH]c1=S (centres undefined)	-1.2	1.4	8.1	-7.3	3.5	8.3	0.8	2.0	4.2	-0.3
CCc1nc2ccc(C(=O)NCCc3ccccn3)cn2c1N(C)Cc1cccs1	-1.3	-0.1	10.7	-10.9	1.3	-3.2	-0.3	-0.3	-2.4	2.5
COc1ccc(CC(=O)N/N=C(\C)CC(=O)Nc2cccc(F)c2)cc1	-0.2	-1.6	-6.6	-0.8	6.0	-1.1	-0.1	0.2	0.9	-4.6
Cc1ccc([C@@H]2[C@@H]3C(=O)N(C)C(=O)[C@@H]3[C@]3(C)C(=O)N(Cc4ccccc4)CC(=O)N23)o1	2.6	0.1	0.7	6.6	4.5	3.4	-1.2	0.7	-5.6	0.6
COc1ccc(Nc2ncnc3sccc23)cc1	-1.4	-1.1	0.7	0.1	-7.4	11.0	-0.5	-1.7	-5.6	1.1
CN1CCCc2cc(C#N)c(=O)[nH]c21	2.0	-3.9	3.3	-3.5	15.9	0.8	60.0*	4.3	4.7	-0.7
CCC(=O)Nc1ccc(C(=O)Nc2ccc(OC)cc2[N+](=O)[O-])cc1	1.0	-0.6	2.2	-1.7	6.2	-7.3	-0.4	4.3	0.5	-3.6
O=C(C(=O)N1CCN(C(=O)Cc2ccccc2)CC1)c1cccc(C(F)(F)F)c1	2.7	57.8*	9.1	-5.5	4.5	-1.3	-0.5	-6.2	-3.4	2.5

Record cards, from the list above. Values in the order: PRMT1 FP inh, UHRF1 MBD2 ctr, TCR CD3 inh, Tn6 DDE FP, TDP2 inh, SIAE primary, proKLK7 act, MBD2 DNA inh, Tn7 DDE FP, LEDGF integ inh
Profile of `COc1cc(/C=N/NC(=S)NCCc2ccccc2)cc(OC)c1OC` : -5.4, 0.6, -1.6, -12.3, 10.4, 8.9, 0.0, 3.9, 1.0, 1.9
Profile of `O=C(O)[C@@H](O)c1ccccc1` : 0.1, 0.5, 4.5, 2.4, -3.1, 3.6, 0.1, -0.1, -2.6, 0.7
Profile of `O=C(CCCn1cc([N+](=O)[O-])cn1)Nc1ccc2c(c1)OCO2` : 0.3, -3.5, 3.5, 1.1, 4.0, -5.5, 0.3, -4.7, 9.9, 1.9
Profile of `Cc1cc(O)cc(=O)n1Cc1ccccc1` : 2.5, -0.9, -0.5, 2.4, 12.4, 3.5, 0.1, -2.5, -4.7, 0.6
Profile of `CC1=NN(C(=O)c2ccc(Cn3nc(C)c(Br)c3C)cc2)C(O)(C(F)(F)F)C1` (centres undefined) : -0.7, 0.8, 12.8, 9.2, -1.1, 6.4, 0.0, -4.3, -6.5, -0.4

The listing continues:
SMILES	PRMT1 FP inh	UHRF1 MBD2 ctr	TCR CD3 inh	Tn6 DDE FP	TDP2 inh	SIAE primary	proKLK7 act	MBD2 DNA inh	Tn7 DDE FP	LEDGF integ inh
CCCn1c(SCC(=O)Nc2sc(C)c(C)c2C(=O)OCC)nc2c1c(=O)n(C)c(=O)n2C	-3.1	-0.5	0.4	0.5	-5.0	-4.5	0.1	2.1	-3.7	1.2
Cc1cccc(C(=O)OCC(=O)Nc2c(C)n(C)n(-c3ccccc3)c2=O)c1O	-2.2	0.4	2.3	-2.2	-7.2	-4.5	4.6	0.4	-4.3	3.5
O=C(c1ccc(Cl)c(S(=O)(=O)N2CCOCC2)c1)N1CCCC1	-1.7	4.6	-6.3	-3.8	-15.5	10.0	0.1	-1.2	-3.1	1.4
COc1c(O)cccc1[C@H](O)C1CCN(CCc2ccc(F)cc2)CC1	28.8*	0.4	-1.5	-1.9	3.5	2.8	-0.4	-3.7	2.1	-1.1
CC(=O)Nc1ccc(S(=O)(=O)N2CCN(C(C)CCc3ccccc3)CC2)cc1 (centres undefined)	-1.7	-0.8	4.2	-7.7	-1.3	8.9	0.2	5.4	0.1	2.5
COC(=O)C1=C(C)Nc2nc(-c3ccccc3)nn2C1c1ccc(C)o1 (centres undefined)	4.5	-0.9	8.4	8.8	-3.7	-7.5	0.5	-3.1	2.8	0.0
COc1ccc(C(=O)Nc2nccs2)cc1OC	-1.9	-2.1	-2.3	1.3	-3.0	2.2	0.1	-4.4	1.6	0.4
CC1(C)CC(=O)C=C(c2ccc(F)nc2)C1	-3.0	17.2	-1.6	1.3	8.9	4.2	0.2	4.2	8.6	-2.0
O=C(C(=O)N1CCC(CNS(=O)(=O)c2cc(C(F)(F)F)cc(C(F)(F)F)c2)CC1)c1cc2ccccc2o1	4.8	7.7	-0.1	-1.6	1.0	-4.3	-0.4	-3.4	8.2	-5.1
COc1ccc(C(=O)COC(=O)c2n[nH]c3ccccc23)c(OC)c1	5.8	1.4	-5.3	-10.3	-4.6	-10.9	0.6	-2.0	2.0	-4.6
COc1cc(OC)c(C(=O)OCC(=O)NC2CCCC2)cc1OC	1.1	-2.6	3.5	-9.0	9.3	-2.9	-0.2	2.4	-4.6	0.9
CC1CN(C(=O)c2cccc(COc3ccc(Br)cc3)c2)CC(C)O1 (centres undefined)	1.9	0.3	-6.3	2.2	-7.4	-1.6	-0.3	-1.0	8.2	-7.0
Cc1cn([C@H]2C[C@H](O)[C@@H](/C=C/C(=O)NCCN3CCOCC3)O2)c(=O)[nH]c1=O	2.6	-0.7	-7.6	5.0	4.8	2.9	0.2	0.6	-3.4	-4.3
Cc1ccc(NC(=O)c2nc[nH]c2C(=O)N[C@H](C)c2ccccc2)cc1	-1.0	-0.4	2.8	0.6	-2.7	-20.5	0.3	-2.2	2.3	1.7
COc1ccc(CCn2c(O)cc3nn(-c4nc5ccccc5s4)c(=O)c-3c2C)cc1	6.5	2.0	1.0	-10.9	-0.6	2.3	0.4	5.6	-0.7	2.8
COC(=O)C1=C(C)N(Cc2ccc3c(c2)OCO3)C(=O)C1	-2.5	-1.3	0.0	0.2	-0.6	-6.2	0.4	-5.3	-0.3	-4.7
O=C(NCC1CCCO1)c1cc2ccccc2cc1O (centres undefined)	2.6	0.5	-5.3	2.1	-2.6	2.6	-14.5	2.9	7.1	-5.1
CC(O)c1cc2c(cc1NC(=O)c1cnn3c1NC(c1ccco1)CC3C(F)(F)F)OCO2 (centres undefined)	-2.3	-1.4	-0.6	-7.7	0.8	-13.0	0.0	-1.4	5.8	-0.8
CCc1ccc(C(C(=O)NCc2ccc(OC)cc2)N(CCOC)C(=O)Cc2cccs2)cc1 (centres undefined)	-0.3	3.2	4.1	-3.6	4.2	-0.2	0.6	4.9	3.7	-0.9
O=C(Cn1c(=O)[nH]n(-c2ccccc2)c1=O)N1CCCc2ccccc21	-1.1	4.1	-2.3	3.3	-5.7	2.9	0.3	3.5	0.8	-1.0
COc1ccccc1NS(=O)(=O)c1ccc(/C=C/C(=O)O)cc1	-3.1	-0.9	8.4	0.7	4.4	1.2	-0.3	-0.3	1.0	-0.3
CN(C1=NS(=O)(=O)c2ccccc21)c1ccc(OC(=O)c2ccccc2F)cc1	6.2	4.0	-8.0	-2.7	-8.2	-1.4	-0.2	0.4	1.5	3.5
